# From PubChem
# KDM5B inh = blocks human KDM5B histone demethylase activity. Q9UGL1. KDM5B demethylase, FDH-coupled NADH fluorescence (FDH is formaldehyde dehydrogenase). Potency, µM (highest dose often 57.7 µM), for the others: at the top dose activity change, negative = inhibition, actives largely listed as inhibitors. 220,000 compounds, 2.6% hits. AID 1347165; active = well fitted inhibition curve with a large enough effect; inconclusive = small, poorly fitted or top-dose-only effect; inactive = no such curve, though single readings can be large or run the other way; note: 0% is about no effect; nearly all actives have a fitted effect of over 70% in size
#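 qHTS format, multiple compound concentrations. Buffer 50 mM HEPES pH 7.5/0.01% Tween-20; 200 nM KDM5BΔAP final; 10 min compound preincubation; substrate-mix levels 12.5 µM peptide, 25 µM α-KG, 0.25 mM NAD⁺; 30 min RT; ΔRFU.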
# Active calls of the source: *; i = inactive; ? = inconclusive; & = joins results of further samples; [ ] = remark or other dose. Potency is the fitted concentration of half-maximal effect. Some of the compounds tested; count on the stated rates, not on these rows.
KDM5B inh	Molecule
5%[86.2 µM]	COc1ccc([C@H]2C[C@@H](O)[C@@H](O)[C@@H]2NC(=O)c2cccnc2Oc2ccccc2)cc1
8%	CCN(CC)CCCN=Cc1c(O)n(-c2c(C)cccc2C)c(=O)c2ccccc12
-11%[149 µM]	CC(C)C1=NOC2(CCCN(Cc3ccc(C(F)(F)F)cc3)C2)C1 (stereo not drawn)
20%	O=C(O)c1ccc(CNC(=O)c2ccc3c(c2)OCCO3)cc1
-27%	COc1ccc([C@H]2CC(=O)c3c(O)cc(O)cc3O2)cc1O
3%	COc1cccc(CNC(=O)CN2C(=O)NC3(CCC(C(C)(C)C)CC3)C2=O)c1 (stereo not drawn)
-2%	N#Cc1c(NC(=O)CSc2ncnc3ccccc23)sc2c1CCCCC2
9%[11.5 µM]	CCCSC1=NC2(CCN(C(=O)NC3CCCCC3)CC2)N=C1c1ccc(Cl)cc1
-7%	Cc1ccc(-n2c(C3CCN(C(=O)Cc4ccccc4)CC3)n[nH]c2=O)cc1
-7%	Cc1ccccc1C(=O)NC1CCCN(c2cc(-c3ccccc3)[nH]n2)C1 (stereo not drawn)
19%	O=C(C1CC1)N1CCN(C(=O)C2CC(=O)N(c3cccc(C(F)(F)F)c3)C2)CC1 (stereo not drawn)
32µM*	Clc1cccc(CN2CC(CNc3cccnc3)C3(C2)CN(c2ccccc2)C3)c1 (stereo not drawn)
-8%	CCOc1ccc(NC(=O)CCn2cccn2)cc1
11%	Cc1occc1-c1nnc(SCC(=O)Nc2ccc3c(c2)OC2(CCCCC2)O3)o1
-12%	COCC1CN(C(=O)NCc2ccc(F)cc2)CC12CCNCC2 (stereo not drawn)
35µM*	COCCNC(=O)C1(C)CCc2cnc(NCc3ccccc3)nc21 (stereo not drawn)
13%	C=CCNC(=O)CCNC(=O)N1CCN(C(=O)c2cc3ccccc3[nH]2)CC1
-15%	CC(Sc1nc(Cl)nc2nc[nH]c12)C(=O)N1CCN(c2ccccc2F)CC1 (stereo not drawn)
-8%[115 µM]	O=C1NC(=NC2CCCC2)C2(CCN(Cc3ccncc3)C2)N1c1cccnc1 (stereo not drawn)
-7%[86.2 µM]	Cc1ccc2c(c1)nc1n2[C@@H](CNCc2nc3ccccc3n2C)COC1
-6%	Cc1nn(-c2ccccc2)c(Oc2cccc(F)c2)c1CCC(=O)NC(C)C
-7%&50%	Cn1cc([C@@H](NC(=O)c2scc3c2CCCC3)C2CC(O)C2)cn1 (stereo partly drawn)
?	COc1ccc2[nH]c(=O)c(CCC(=O)NC(C)c3cn(C)nc3C)cc2c1 (stereo not drawn)
-16%	Cc1ccccc1NC(=O)N1c2ccccc2CC1c1noc(C2CCOCC2)n1 (stereo not drawn)
-16%	CCc1ccc(C(=O)Nc2c(NC3CCCCC3)c3ccccc3oc2=O)cc1
-15%	Cc1ccc(C(=O)NC2CCN(C(=O)N3CC4CC(C3)[C@H]3CCCC(=O)N3C4)CC2)cn1 (stereo partly drawn)
18%	Cc1ccc(C)c(NC(=O)Cn2nc3n(c2=O)CCCC3)c1
6%	COc1ccc(Cl)cc1NC(=O)CSc1nnc(C)n2c1cc1occc12
1%	O=C1CCN(C(=O)COc2ccccc2)CCCCCCN1
12%	CCc1cccc(C)c1NC(=O)c1nn(-c2ccccc2)c(=O)c2ccccc12
13%	CCCn1nc(C(=O)N(CC)c2ccccc2C)c2ccccc2c1=O
1%	COCCNC(=O)CCC[C@@H]1[C@H]2CCCN3CCC[C@@H](CN1Cc1ccccc1)[C@@H]23
13%	O=C(COc1ccccc1)Nc1ccc([C@@H](O)[C@H]2COCC(=O)N2Cc2ccccc2F)cc1
-13%	C#CCn1c(C2CC(=O)N(c3ccc(OC)cc3)C2)nc2ccccc21 (stereo not drawn)
11%	Cc1ccc(O)c(CN2CC[C@@H](c3ccc(F)cc3)[C@H](O)C2)c1
-2%	O=C(N[C@@H]1CCOC[C@H]1Oc1ccccn1)c1cccc2c1OCCO2
-12%	N#C/C(=C\c1ccc(OCc2ccc(C#N)cc2)cc1)c1nc2ccccc2[nH]1
?	c1cc2nc(-c3ccsc3)[nH]c2cn1
-20%[86.2 µM]	O=C(NCc1cccs1)C1=NO[C@@H]2CN(c3cccnc3)C[C@H]12
-9%	CNC(=O)CN1c2ccc(Br)cc2-c2ccccc2S1(=O)=O
?	CCN1c2cc(C(=O)Nc3ccc(F)c(F)c3)ccc2C(=O)N2CCCCCC21 (stereo not drawn)
28µM*	O=C(c1ccc2c(c1)OCO2)N1C[C@@H]2C[C@H](C1)c1ccc(-c3cccc(C(F)(F)F)c3)c(=O)n1C2
?	COc1ccc(/C=N/n2c(-c3cc(C)[nH]n3)n[nH]c2=S)cc1
3%	Cc1c(NC(=O)c2ccc(C#N)cc2F)cccc1-c1nc2ccccc2o1
-13%	Cc1cccc(N(C)C(=O)Cn2c(=O)n(-c3ccc(F)cc3)c(=O)c3c2cc(C)n3C)c1
24%	Cc1cc(Br)ccc1NC(=O)CC1CC2CCC1C2 (stereo not drawn)
?	O=C(CCc1c[nH]c2ccccc12)Nc1ncccc1O
-22%	Cn1c(NC(=O)c2cc(Br)ccc2Cl)cc(=O)n(C)c1=O
?	COc1ccc(-c2cc3ccc(OS(=O)(=O)c4ccccc4)cc3oc2=O)cc1
-10%	O=C(CCc1nnn2c1CN(C(=O)C1CCCC1)CC2)N1CCOCC1
0%	CCC(=O)N1CCC(Oc2ccc(NC(=O)Cc3ccncc3)cn2)C1 (stereo not drawn)
-13%	Cc1cccc(C(=O)N2CCC(C(NC(=O)c3ccccc3)C(=O)N3CCCCC3)CC2)c1 (stereo not drawn)
11%	COc1ccccc1CNC(=O)c1cccc(N2CCCS2(=O)=O)c1
-12%	O=C(Nc1ccc(S(=O)(=O)Nc2ncccn2)cc1)c1ccccc1Cl
-8%	Cc1cnc(C2CC2)n1C1CCCN(C(=O)C2CCC2)C1 (stereo not drawn)
11%	Cn1c(=O)c2c(ncn2CC(=O)NCCc2ccc(F)cc2)n(C)c1=O
-13%	Cc1ccc(NS(=O)(=O)c2cccc(C(=O)N3CCN(C(=O)c4ccco4)CC3)c2)cc1
18%	CCP(=O)(c1cccc([N+](=O)[O-])c1)c1cccc([N+](=O)[O-])c1
-8%	COc1ccc(N=C2O/C(=C/c3sc(=S)n(CC4CCCO4)c3O)N=C2C#N)cc1 (stereo not drawn)
?	CCOc1ccc(-c2cn3c(n2)sc2cc(C(=O)NCCCN4CCCCC4)ccc23)cc1

# Going on with the list:
KDM5B inh	Molecule
-13%	CC(C)c1nnc(C2CN(C(=O)CCc3c[nH]c4ccccc34)CC23CCOCC3)o1 (stereo not drawn)
-16%	Cc1cc2nc3n(c(=O)c2n1CC(=O)Nc1cccc(Cl)c1)CCC3
-15%	O=C(Nc1ccc(C2(C(=O)NCc3ccco3)CCCCC2)cc1)C1CC1
-3%	CC(=O)Nc1ccc(CN2CC3(C2)C(=O)N(Cc2ccc(C)o2)C(=O)[C@@H]2C[C@@H](O)CN23)cc1
?	CCOC(=O)C1=C(C)OC(N)=C(C#N)C1c1cccc2ccccc12 (stereo not drawn)
35µM*	COc1ccc(-c2cn(C)c(=O)n3cc(CN(C)C)nc23)cc1OC
19%	CC(C)CNc1nnnc2c1sc1nc(N3CCOCC3)c3c(c12)CCCC3
-3%	O=C(CC1CCCC1)Nc1cnc(-c2cccnc2)nc1
3%	Cc1cccc(C)c1-n1nnnc1SCc1nc2ccsc2c(=O)[nH]1
-12%	CC(NC(=O)C(C)(C)C)c1ccc2c(c1)CCCC2 (stereo not drawn)
16%&10%	CCOc1ccccc1C(=O)Nc1c(NC)c2ccccc2oc1=O
-14%	Cc1ccc(OCCNC(=O)c2cccc(S(=O)(=O)N3CCN(Cc4ccccc4)CC3)c2)cc1
?	C[N+](C)(C)CCSSCC[N+](C)(C)C
-3%	Cc1c(Cl)cccc1NCC(=O)N1CCN(S(C)(=O)=O)CC1
?	COc1ccc(NC(=O)c2ccc(NC(=O)N3CCSc4ncccc43)cc2)cc1
-9%	Cc1ccc(C)c(N2CCN(C(=O)c3ccc(Nc4nc5ccccc5n5nnnc45)cc3)CC2)c1
-29%	Cc1coc2c(C)c3oc(=O)c(CC(=O)NCCc4ccc(Cl)cc4)c(C)c3cc12
?	O=C(COC(=O)c1cc(-c2cccs2)nc2ccccc12)NCC1CCCO1 (stereo not drawn)
8%	Cc1cccc(N(C)C(=O)c2cnc(N3CCOCC3)c3ccccc23)c1
?	Cc1cccc(NC(=O)c2oc3ccc(S(=O)(=O)N4CCC5(CC4)OCCO5)cc3c2C)c1C
40µM*	CC(C)CNC(=O)C(C)(C)Oc1nn(CC2CC2)c2ccc(CN3CCCC3)cc12
6%	CNc1nc(N)c([N+](=O)[O-])c(NCC2CCCO2)n1 (stereo not drawn)
?	COC(=O)Cc1c(C)c2ccc(OCC(=O)OC(C)(C)C)cc2oc1=O
i	CC(C)Oc1ccc(CNC(=O)c2noc(-c3ccc[nH]c3=O)n2)cc1
-26%	CCN(CC)CCCNC(=O)Cn1ncc2c3ccccc3n(Cc3ccccc3)c2c1=O
-6%	CC(C)CC(=O)N/C(N)=N/c1nc2ccccc2o1
-59%	Cc1ccc(-n2nc(CO)c(C(=O)NC(C)CCCc3ccccc3)n2)cc1 (stereo not drawn)
13%	COCCNC(=O)CCC(=O)N1Cc2cccc(OC)c2Oc2ncccc21
-5%	Cc1ccc(C)c(NC(=O)N2CCCC(c3noc(COc4ccccc4F)n3)C2)c1 (stereo not drawn)
5%	CCCN(CCC)C(=O)CSc1nc2ccccc2c(=O)n1-c1ccccc1

# 6 compounds drawn at random from those above, as already listed:
KDM5B inh	Molecule
8%	Cc1cccc(N(C)C(=O)c2cnc(N3CCOCC3)c3ccccc23)c1
?	O=C(COC(=O)c1cc(-c2cccs2)nc2ccccc12)NCC1CCCO1 (stereo not drawn)
?	Cc1cccc(NC(=O)c2oc3ccc(S(=O)(=O)N4CCC5(CC4)OCCO5)cc3c2C)c1C
40µM*	CC(C)CNC(=O)C(C)(C)Oc1nn(CC2CC2)c2ccc(CN3CCCC3)cc12
13%	COCCNC(=O)CCC(=O)N1Cc2cccc(OC)c2Oc2ncccc21
-59%	Cc1ccc(-n2nc(CO)c(C(=O)NC(C)CCCc3ccccc3)n2)cc1 (stereo not drawn)

# A different layout for part of the listing above:
SMILES	KDM5B inh
CC(C)CNC(=O)C(C)(C)Oc1nn(CC2CC2)c2ccc(CN3CCCC3)cc12	40µM*
Cc1ccc(-n2nc(CO)c(C(=O)NC(C)CCCc3ccccc3)n2)cc1 (stereo not drawn)	-59%
CC(C)CC(=O)N/C(N)=N/c1nc2ccccc2o1	-6%

# Continuation.
KDM5B inh	Molecule
-12%	O=S(=O)(N[C@H]1CO[C@H]2[C@@H]1OC[C@@H]2n1cc(CC2CCCCC2)nn1)c1cccs1
7%	O=C(NCc1ccccc1)c1nnn2c1COC(c1ccc(Cl)cc1)C2 (stereo not drawn)
17%	Cc1ccc(C(CNC(=O)c2cc(=O)c3cc(Cl)c(C)cc3o2)N2CCCCC2)o1 (stereo not drawn)
40µM*	c1csc(-c2ccnc(N[C@H]3CO[C@H]4[C@@H]3OC[C@@H]4NCC3CCCCC3)n2)c1
19%	COc1ccc(/C=C(/NC(=O)c2ccc(C)cc2)C(=O)N2CCCC2)cc1OC
12%[115 µM]	O=C(c1cc2ccccc2o1)N1CCC2(CNS(=O)(=O)c3cnccc3O2)C1 (stereo not drawn)
14%	CC[C@@H](C)[C@H](NC(=O)CCn1ccc2ccc(F)cc21)C(=O)O
-3%	O=S(=O)(Cc1nnnn1-c1ccccc1)c1ccccc1
-26%	CCc1ccccc1NS(=O)(=O)c1ccc(-c2cnc(C3CC3)o2)cc1
-3%	Cc1ccc(C(NS(=O)(=O)c2ccc(C)cc2)c2cccs2)cc1 (stereo not drawn)
12%	O=C(COc1ncnc2c(Cl)cc(Cl)cc12)Nc1ccc(F)c(F)c1F
-13%	Cn1cccc1C(=O)N1CCCCCCNC(=O)CC1
-4%	CCOC(=O)c1c(C)[nH]c(C)c1S(=O)(=O)NCC(=O)N1CCN(c2ccccc2F)CC1
-16%	S=c1sc2c(s1)SCCCCS2
7%	Cc1sc(C=O)cc1CN1CCOCC1
-23%	CCOc1cc(C2c3c(-c4c(C)cc(C)cc4O)n[nH]c3C(=O)N2CCO)ccc1O (stereo not drawn)
-11%	N#Cc1c(-c2ccc(Cl)cc2Cl)csc1N
7%	CCCNC(=O)C(NC(=O)c1cccc(OC)c1)C1CCN(C(=O)COC)CC1 (stereo not drawn)
-6%	COc1ccc(-c2nc(Nc3ccc(Cl)cc3)sc2C)cc1
48%[activator]	CCOc1ccc(-c2nc(SCC(=O)Nc3ccc(C)c(C)c3)n3[nH]c(=O)cc3n2)cc1
-12%	Cc1ccc(NC(=O)Cn2c(=O)n(CCC(=O)NCc3ccc4c(c3)OCO4)c(=O)c3sccc32)c(C)c1

# Laid out differently: 3 of the compounds above
CCOc1cc(C2c3c(-c4c(C)cc(C)cc4O)n[nH]c3C(=O)N2CCO)ccc1O (stereo not drawn)
  KDM5B inh = -23%
N#Cc1c(-c2ccc(Cl)cc2Cl)csc1N
  KDM5B inh = -11%
CCCNC(=O)C(NC(=O)c1cccc(OC)c1)C1CCN(C(=O)COC)CC1 (stereo not drawn)
  KDM5B inh = 7%
